# SENP6 inh = SENP6 protease inhibitors, primary screen, biochemical, luminescence, uHTS. AID 2599, 2010. 330,000 tested, 1.8% active. Recombinant SENP6 catalytic domain, aminoluciferin luminescence. inhibition, % at 10 µM. Sentrin-specific protease 6 (Homo sapiens), Q9GZR1;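 active = inhibition above about 50% at the single tested dose, limit read from the data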;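 note: plate controls were DMSO wells with enzyme for no effect and DMSO wells lacking enzyme for full effect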
# APOBEC3G inh = APOBEC3G DNA deaminase inhibitors, primary screen, biochemical, fluorescence, single-stranded DNA substrate, uHTS; recombinant A3G, ssDNA deamination FAM/TAMRA fluorescence; inhibition, % at 20 µM; 330,000 tested, 0.28% active; AID 493012, 2011;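 active = inhibition of at least 40% at 20 µM, with no more than 30% in the related APOBEC3A deaminase screen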;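 note: plate controls were DMSO wells with A3G for no effect and wells lacking A3G enzyme for full effect; some compounds called inactive have numbers as strong as hits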
# Target sequence (Q9HC16 whole entry, looked up): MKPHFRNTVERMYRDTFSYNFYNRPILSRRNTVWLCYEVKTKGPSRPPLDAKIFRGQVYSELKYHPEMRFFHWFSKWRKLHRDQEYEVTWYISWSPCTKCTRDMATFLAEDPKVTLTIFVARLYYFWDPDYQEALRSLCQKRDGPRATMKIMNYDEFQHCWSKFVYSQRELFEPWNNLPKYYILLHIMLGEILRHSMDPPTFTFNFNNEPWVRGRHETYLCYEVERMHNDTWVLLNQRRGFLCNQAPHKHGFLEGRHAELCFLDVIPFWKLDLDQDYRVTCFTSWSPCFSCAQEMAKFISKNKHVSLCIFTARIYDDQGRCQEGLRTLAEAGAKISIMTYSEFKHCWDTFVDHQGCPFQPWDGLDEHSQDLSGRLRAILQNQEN
# UBC13 polyUb = UBC13 polyubiquitin chain formation inhibitors, primary screen, biochemical, TR-FRET, uHTS | Ubiquitin-conjugating enzyme E2 N (Homo sapiens), P61088 | inhibition, % at 20 µM | 330,000 tested, 0.47% active | AID 485273, 2010; in the data active = inhibition above about 45%, passing the limit was not always enough
# SENP7 block = SENP7 protease inhibitors, primary screen, biochemical, luminescence, uHTS | recombinant SENP7, Z-RLRGG-aminoluciferin luminescence, 40 min | inhibition, % at 5 µM | 330,000 tested, 1.5% active | AID 434973, 2010;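 active = inhibition above about 50% at the single test dose, limit read from the data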;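 note: plate controls were DMSO with enzyme for no effect and no enzyme buffer wells for full effect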
# Target sequence (Q9BQF6 706-1050 limits assumed): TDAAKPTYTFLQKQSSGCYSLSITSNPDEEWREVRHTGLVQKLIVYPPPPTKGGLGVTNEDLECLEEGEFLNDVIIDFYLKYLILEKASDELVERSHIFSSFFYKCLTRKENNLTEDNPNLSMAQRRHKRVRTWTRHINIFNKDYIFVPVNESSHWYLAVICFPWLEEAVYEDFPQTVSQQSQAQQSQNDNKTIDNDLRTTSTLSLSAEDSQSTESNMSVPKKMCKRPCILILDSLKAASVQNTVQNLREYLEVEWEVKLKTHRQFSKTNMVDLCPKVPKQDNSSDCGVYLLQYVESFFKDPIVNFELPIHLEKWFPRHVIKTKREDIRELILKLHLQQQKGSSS
# SENP8 block-1 = human SENP8 protease inhibitors, primary screen, biochemical, fluorescence, Nedd8 protein substrate, uHTS; Sentrin-specific protease 8 (Homo sapiens), Q96LD8; recombinant SENP8; inhibition, % at 20 µM; 360,000 tested, 0.64% active; AID 602440, 2012; in the data active = inhibition mostly above about 40%, no sharp cut-off; inactive = mostly below about 27%
# Apaf1 inhib = inhibitors of human Apaf-1 apoptosome, primary screen, biochemical, DEVD-Rh110 fluorescence, uHTS. Apoptotic protease-activating factor 1 (Homo sapiens), O14727. reconstituted apoptosome caspase-3 activity. inhibition, % at 20 µM. 330,000 tested, 0.71% active; active = inhibition of at least 40% at 20 µM;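 note: plate controls were DMSO wells for no effect and DEVD-CHO caspase inhibitor wells for full effect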
#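 Material: reconstituted apoptosome with Apaf-1, cytochrome c, caspase-9, procaspase-3, dATP. Technique: Rh110 fluorescence intensity. Buffer or medium: pH 7.5 Hepes buffer with CHAPS, BSA, DTT. Times: 30 min plus 50 min, RT.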
# SENP1 FRET inh = human SENP1 catalytic domain inhibitors, primary screen, biochemical, FRET, uHTS; AID 624204, 2012; 360,000 tested, 0.21% active; recombinant SENP1 catalytic domain, CyPet-SUMO1-YPet FRET cleavage; inhibition, % at 10 µM;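 active = inhibition at least 30% at 10 µM, raw YFP signal under a set limit, fluorescence ratio 0.5 to 1.5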;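 note: 0% = enzyme with DMSO and 100% = no enzyme wells; some results filed as inactive read as strong as hits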
# Target sequence (Q9P0U3 419-644 limits assumed): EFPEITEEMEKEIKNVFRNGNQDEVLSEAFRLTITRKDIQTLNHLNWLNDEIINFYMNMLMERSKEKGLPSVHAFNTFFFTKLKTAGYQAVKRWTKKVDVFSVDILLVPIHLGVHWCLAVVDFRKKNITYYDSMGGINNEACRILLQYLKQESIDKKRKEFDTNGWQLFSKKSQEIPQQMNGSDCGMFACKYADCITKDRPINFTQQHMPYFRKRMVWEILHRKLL
#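 System: Recombinant human SENP1 catalytic domain, His6-tagged | Incubation: Enzyme reaction for 50 min at room temperature, dark | Medium: Tris pH 8 with BME, BSA, NP40 and catalase | Also added: 25 nM SUMO1 FRET substrate | Compound: 10 µM single point, 0.5% DMSO | Measured by: FRET fluorescence in CFP and YFP emission channels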
# SENP8 block-2 = SENP8 protease inhibitors, primary screen, biochemical, luminescence | inhibition, % at 10 µM | Sentrin-specific protease 8 (Homo sapiens), Q96LD8 | AID 2540, 2010 | 330,000 tested, 1.2% active | purified SENP8, Z-RLRGG-aminoluciferin cleavage; in the data active = inhibition above about 50%
# The depositor's hits bear a star; i = inactive; nt = not tested or not shown; & = joins results of further samples.
SMILES,SENP6 inh,APOBEC3G inh,UBC13 polyUb,SENP7 block,SENP8 block-1,Apaf1 inhib,SENP1 FRET inh,SENP8 block-2
CCCCCCCCC(=O)NCCOc1ccc(OC)cc1,1.3,-3.7,5.0,-10.9,17.5,-6.0,0.8,-5.8
Cc1ccc(OCC(=O)N2CCN(c3nnc(-c4ccc(C)cc4)c4ccccc34)CC2)cc1,-10.8,-5.8,-3.7,2.3,8.0,21.6,4.0,5.0
O=C(Nc1ccc2nn(-c3ccccc3)nc2c1)c1cccnc1,-21.5,-3.5,0.4,2.0,-137.8,15.3,-2.0,-13.3
Cc1ccc(CNS(=O)(=O)c2ccc3c(c2)CCN3C(=O)CCCC(=O)O)cc1,-14.0,-11.6,15.4,0.8,16.5,-5.6,0.2,-2.0
Cc1ccc(N(CC(=O)NCc2ccco2)C(=O)CCC(=O)Nc2nccs2)cc1C,-17.2,-7.3,3.0,-0.2,5.9,8.7,-0.1,-9.7
C#CCNC(=O)C1=C[C@H](c2ccccc2)[C@@H](CCCO)[C@H](OCC)O1,-20.3,-7.2,-9.4,8.8,13.7,0.5,-0.1,-7.8
Cc1ccc(C2=NNC3(CCOC(C)(C)C3)S2)cc1 (stereo unspecified),-1.0,-12.0,-16.1,3.1,11.5,-11.0,1.9,-2.1
CC(=O)c1cccc(N(CC(=O)Nc2ccc(F)cc2F)S(C)(=O)=O)c1,6.7,-4.0,18.6,1.5,7.2,-16.2,0.6,1.6
CCOC(=O)c1c(C)[nH]c(C2=NNC(=Nc3cccc(Cl)c3)SC2)c1C,13.1,-3.0,-8.8,0.8,nt,31.1,nt,0.5
Cn1c(NCc2cccnc2)nc2c1c(=O)n(Cc1ccccc1F)c(=O)n2C,-13.4,0.8,7.1,0.7,13.4,0.1,3.2,-6.5
CC(Sc1ccccc1F)C(=O)Nc1cccc(S(=O)(=O)N2CCOCC2)c1 (stereo unspecified),-4.4,-4.5,-16.6,-10.3,6.2,5.0,2.6,-1.3
O=C(CCCn1cnc([N+](=O)[O-])n1)Nc1cccc2ccccc12,18.1,4.8,-21.4,-4.4,19.3,15.7,-1.5,-8.3
Cc1ccc(OCCC(=O)NNC(=O)c2ccc(Br)cc2)cc1,-10.6,-0.2,5.9,5.6,4.6,-5.3,4.6,8.0
CCN(CC)CCNc1nc2c(c(=O)n(C)c(=O)n2C)n1C/C=C(/C)Cl,-7.3,-5.5,-1.6,-13.5,21.7,4.0,0.8,-10.4
Brc1ccc(CSc2nnc(Cc3c[nH]c4ccccc34)o2)cc1,1.2,-9.0,23.6,0.7,6.5,5.2,-2.7,1.3
Fc1ccc(CSc2ncnc3scc(-c4ccccc4)c23)cc1,-5.9,8.4,0.0,0.1,5.0,10.2,-2.2,6.0
CCOC(=O)C1CCN(C(=O)COC(=O)c2ccccc2OCC)CC1,9.2,-6.5,6.2,-5.9,20.4,-5.5,-0.3,3.6
COc1ccc(CC(=O)NC(C)c2ccc(S(N)(=O)=O)cc2)cc1S(=O)(=O)N1CCOCC1 (stereo unspecified),0.8,-6.2,2.3,2.7,2.4,3.2,-1.4,0.4
O=[N+]([O-])c1cccc2c(S(=O)(=O)N3CCOCC3)cccc12,18.6,2.4,-4.0,9.1,11.5,2.2,1.6,-1.6
CCn1c(CNc2ccc(Cl)cc2)nnc1SCc1ccccc1,1.4,-3.6,3.4,3.7,18.9,20.9,3.0,10.8
CC(C)(C)NC(=O)COC(=O)Cc1ccc(Cl)cc1,-4.6,0.7,-4.5,5.0,20.7,5.0,1.4,5.8
COc1ccc(C(C)=O)cc1CSc1ccc(S(=O)(=O)N2CCOCC2)cn1,-31.4,-9.8,-3.5,-8.7,8.3,10.3,-1.3,-6.5
Cc1cc(C(=O)CN2C(=O)NC3(CCCc4sccc43)C2=O)c(C)n1-c1ccccc1 (stereo unspecified),-5.4,-3.6,3.4,1.8,9.8,24.3,0.4,2.3
c1ccc(-n2nnnc2SCc2cn3ccccc3n2)cc1,-4.6,-3.0,5.8,5.3,21.6,3.1,-0.9,-0.9
Cc1ccc(C(=O)NCC(=O)Nc2ccc3c(c2)CCC3)cc1,-6.8,-6.2,-13.7,-2.9,3.7,3.1,-2.8,-21.8

# Compound profiles (already shown). Order of values: SENP6 inh, APOBEC3G inh, UBC13 polyUb, SENP7 block, SENP8 block-1, Apaf1 inhib, SENP1 FRET inh, SENP8 block-2
# CCOC(=O)c1c(C)[nH]c(C2=NNC(=Nc3cccc(Cl)c3)SC2)c1C is entered as 13.1, -3.0, -8.8, 0.8, nt, 31.1, nt, 0.5
# CCn1c(CNc2ccc(Cl)cc2)nnc1SCc1ccccc1 is entered as 1.4, -3.6, 3.4, 3.7, 18.9, 20.9, 3.0, 10.8

# (list continues)
SMILES,SENP6 inh,APOBEC3G inh,UBC13 polyUb,SENP7 block,SENP8 block-1,Apaf1 inhib,SENP1 FRET inh,SENP8 block-2
O=C(CS(=O)(=O)c1c[nH]c2ccccc12)N1CCCCCC1,-23.3,-11.7,14.4,-2.1,-0.5,3.5,-1.5,0.1
O=C(NC1CCCCC1)C1CCCN(S(=O)(=O)c2ccc(F)cc2)C1 (stereo unspecified),-1.5,3.6,2.7,2.6,19.4,3.5,0.6,2.3
CN(c1ccc(F)cc1)S(=O)(=O)c1ccc(Cl)c(C(=O)OCC(=O)NC2CC2)c1,-0.1,-6.8,10.4,0.4,23.1,-2.6,1.7,2.6
O=S(=O)(Nc1c(O)ccc2ccccc12)c1cccc2ccccc12,-1.3,0.5,-14.1,-14.0,-150.2,9.3,2.5,-14.3
CCOc1cc(CNCc2ccccn2)ccc1OCC(=O)NC1CCCCC1,-6.9,2.8,9.8,3.2,20.8,-3.9,0.6,1.1
Cc1nnc(NC(=O)CSc2nnc3scc(-c4ccc(C)c(C)c4)n23)s1,-3.8,-4.3,-0.1,2.4,10.3,1.9,2.1,7.4
O=C(c1ccco1)n1c(=S)nc2ccccn21,9.6,6.1,-6.5,27.2,-11.8,-0.3,-1.9,-8.5
COc1ccc(NC(=O)COc2ccc(-n3cnnn3)cc2)cc1OC,-4.4,-1.4,-6.9,1.5,-2.6,2.5,2.1,8.6
CC(C)=CC(=O)Nc1cccc(S(=O)(=O)NC2=NCCCCC2)c1,-21.6,-4.8,13.2,9.9,13.4,-4.3,1.4,3.7
CCC(C(=O)NCCCN1CCN(C)CC1)n1nc(C)n2c(cc3occc32)c1=O (stereo unspecified),-1.6,-7.8,2.2,4.2,7.7,-2.7,-1.1,3.2
Nc1nnc(CCCCCCCCCCc2nnc(N)s2)s1,-1.3,-3.9,-1.1,7.1,-0.7,-0.1,0.6,1.9
COc1cc(OC)c(C(=O)Nc2ncn[nH]2)cc1OC,-8.7,-0.5,-1.2,3.8,-138.3,-1.8,-1.2,-4.8
COC(=O)CNC(=O)c1sc2ncn(CC(=O)Nc3ccc(C)c(Cl)c3)c(=O)c2c1C,-9.2,-5.7,-13.6,-3.7,5.4,12.9,-1.5,-14.1
Cc1cccc(NC(=O)c2ccc3c(c2)C(=O)N(Cc2cccnc2)C3=O)c1C,1.7,-1.0,-0.5,1.2,9.1,7.5,-1.5,-12.1
CN(C)CCCNC(=O)c1ccc(Cl)c(S(=O)(=O)N2CCCCCC2)c1,6.2,-8.0,1.2,-5.2,12.5,-3.5,2.7,5.7
O=C1CN(C(=O)CSc2nc3c(cnn3-c3ccccc3)c(=O)[nH]2)c2ccccc2N1,-16.8,-3.2,32.5,5.1,4.4,-11.7,-10.5,-4.0
Cc1cc(S(=O)(=O)N2CCOCC2)ccc1OCC(=O)N1CCOCC1,-15.6,-7.7,-3.5,1.0,3.2,5.2,-0.3,-2.2
Cc1ccc(NC(=O)c2ccc(OCC3CCCO3)cc2)c(C)c1 (stereo unspecified),-14.0,-5.2,11.0,6.0,11.3,-1.2,2.9,-3.6
COc1ccc(N2CCOCC2)c(NC(=O)c2cc3ccccc3o2)c1,10.5,-5.8,9.1,-1.2,1.5,13.1,-1.4,2.1
CN(C)c1ccc(/C=C2\N=C(c3ccc(Cl)c([N+](=O)[O-])c3)NC2=O)cc1,14.7,-1.5,-56.1,0.9,35.3,6.8,64.7*,10.4
O=S(=O)(Nc1ccc(Cl)cc1)c1cccc2cccnc12,7.1,-3.1,4.0,-1.4,12.1,12.1,-2.1,0.9
Cc1oc(C(C)(C)C)cc1-c1cc(NC(=O)c2ccc([N+](=O)[O-])cc2)n[nH]1,4.1,-4.5,-6.3,2.8,36.0,-13.4,-0.4,-2.7
O=C(NCC1CC1)c1ccc2c3n(nc2c1)-c1ccc(Cl)cc1CO3,19.2,-7.6,5.3,4.3,-92.7,-1.4,-4.5,12.2
Cc1c(CNC2CCCC2)c(C(=O)O)c(C)n1Cc1ccccc1,-19.2,-8.1,-9.5,-4.1,19.7,14.5,2.9,-9.9
CC(=O)Nc1ccc(C(=O)/C=C/c2ccc[nH]2)cc1,-11.3,-6.7,-14.7,14.6,-256.2,-14.5,-37.2,-14.6

# Some of these compounds in order of their number in UBC13 polyUb, high to low.
canonical_smiles | UBC13 polyUb
CN(c1ccc(F)cc1)S(=O)(=O)c1ccc(Cl)c(C(=O)OCC(=O)NC2CC2)c1 | 10.4
Cc1cccc(NC(=O)c2ccc3c(c2)C(=O)N(Cc2cccnc2)C3=O)c1C | -0.5
COc1cc(OC)c(C(=O)Nc2ncn[nH]2)cc1OC | -1.2

# The list goes on:
SMILES,SENP6 inh,APOBEC3G inh,UBC13 polyUb,SENP7 block,SENP8 block-1,Apaf1 inhib,SENP1 FRET inh,SENP8 block-2
Cc1nn(CC(=O)N2CCOCC2)c(=O)c2c1sc1ccccc12,0.9,-5.7,3.4,-1.3,-34.2,-11.1,-3.6,-0.8
Cc1cc(C)cc(NC(=O)C(=O)NCc2ccccn2)c1,-11.0,-9.3,13.9,4.2,13.3,-3.5,0.4,-6.4
Cc1ccc(OCC(=O)NNC(=O)Cn2c(=O)cnc3ccccc32)cc1,-4.4,-1.8,3.2,4.5,13.1,-7.5,-1.6,3.1
Cc1ccc(-c2cnc3cc(C)nn3c2)cc1,58.0*,4.6,-6.2,75.1*,-5.3,-0.5,1.3,46.6
O=C(COc1ccc(F)cc1)Nc1nnc(-c2ccncc2)s1,7.1,-3.0,10.4,4.6,-253.1,-4.6,-22.1,1.3
COc1ccc2c(OC)cc(-c3ccccc3)nc2c1,2.1,1.5,2.1,3.1,10.2,5.7,-1.7,3.8
COc1cc2c(cc1OC)C[N+](C)(C)CC2,-10.1,10.5,-12.9,7.1,-64.3,-0.5,0.9,-10.4
Cc1cc(NC(=O)CCC(=O)N(c2ccccc2)C2(C(=O)NC3CCCCC3)CCCC2)no1,-2.3,0.9,2.2,4.4,7.4,34.5,0.1,-4.3
CCCCNc1c(-c2ccc(OC)c(SC3CCCCC3)c2)nc2ccc(C)cn12,4.0,3.6,24.7,8.2,i,34.1,-76.9&-62.2,0.9
Cc1ccc(C(=O)N/C(=C\c2ccccc2)C(=O)NCc2ccncc2)cc1,11.7,-6.5,-5.1,4.3,8.4,-6.6,-0.5,3.9
CS(=O)(=O)Cc1ccc(C(=O)NC2CCSc3ccccc32)cc1 (stereo unspecified),-21.5,-11.4,0.5,-6.2,-2.0,2.9,-0.1,2.0
Nc1nc(CSc2nc3ccccc3s2)nc(N2CCOCC2)n1,-4.1,-0.1,4.8,12.4,5.4,6.1,-0.2,-4.8
O=C(NC1CCCCC1)N1CCCCCCC1,1.7,0.7,6.0,6.6,13.1,8.1,4.7,-3.6

# Screens: PubChem, Sanford-Burnham Center for Chemical Genomics
